PAFAH2 inh = inhibitors of human PAFAH2; Q99487; recombinant PAFAH2, FP-rhodamine activity probe, fluorescence polarization; inhibition, % at 3.39 µM; 0.99% of 340,000 active; AID 492956;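 active = inhibition above the mean over all tested compounds plus 3 SD, cut at about 30% in these data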;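 note: inhibitors block probe labeling of enzyme so polarization drops; 0% = enzyme with DMSO and 100% = wells lacking PAFAH2 protein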
TPT1 inh = inhibitors of Candida albicans tRNA 2'-phosphotransferase TPT1; recombinant caTPT1, FP RNA substrate dephosphorylation; inhibition, % at 5 µM; 0.81% of 300,000 active; AID 1962;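 active = inhibition above the mean of all tested compounds plus 3 SD, set per screening campaign, cut at about 24% in these data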;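 note: plate controls were DMSO alone for no effect and ferristatin control at 100 nM for full effect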
PP1 counter = counter-screen for PP5 inhibitors: inhibitors of human PP1-alpha; P62136; inhibition, % at 6.7 µM; purified PP1alpha, OMFP fluorescence; 0.9% of 320,000 active;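 active = inhibition above the mean inhibition of all tested compounds plus 3 SD, computed separately for each screening campaign, cut at about 15% in these data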
Target sequence (P62136 whole entry, looked up): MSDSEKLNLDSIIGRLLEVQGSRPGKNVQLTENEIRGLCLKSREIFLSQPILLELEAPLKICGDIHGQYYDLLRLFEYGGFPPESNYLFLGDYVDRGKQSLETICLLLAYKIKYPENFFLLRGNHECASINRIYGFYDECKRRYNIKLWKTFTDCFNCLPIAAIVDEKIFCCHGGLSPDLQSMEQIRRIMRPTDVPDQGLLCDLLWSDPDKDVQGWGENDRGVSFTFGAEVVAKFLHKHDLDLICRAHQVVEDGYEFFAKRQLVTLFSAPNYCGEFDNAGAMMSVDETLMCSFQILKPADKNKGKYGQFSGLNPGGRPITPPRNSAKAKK
Fh CTSL1 inh = cathepsin L1 inhibition, PFM18AAP counter-screen; recombinant F. hepatica cathepsin L1, Z-Leu-Arg-MCA fluorescence; inhibition, % at 5.96 µM; 0.49% of 300,000 active; AID 1906;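 active = inhibition above the mean of all tested compounds plus 3 SD, set per screening campaign, cut at about 17% in these data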;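 note: 0% = plate median of test compound wells and 100% = 1 µM Z-Phe-Ala-diazomethylketone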
core dimer inh = blocks dimerization of HCV core protein | TR-FRET GST/Flag-core106 dimerization, 1536-well | inhibition, % at 5 µM | 0.33% of 300,000 active;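 active = inhibition above the mean of all tested compounds plus 3 SD, set per screening campaign, cut at about 45% in these data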
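System – GST-tagged and Flag-tagged HCV core protein residues 1-106 · Repeats – one well for each compound · Technique – TR-FRET 671 and 617 nm emission · Doses – one concentration, 5 µM, in 0.5% DMSO · Times – 4 h, 22.5 °C incubation · Also added – Eu donor and XL665 acceptor anti-tag antibodies · Measure – percent inhibition of core106 dimerization signal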
PP5 primary = PP5 (human) phosphatase inhibition. purified PP5c, OMFP substrate fluorescence. P53041. inhibition, % at 6.7 µM. AID 1987. 0.18% of 320,000 active;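 active = inhibition above the campaign's mean inhibition across all tested compounds plus 3 SD, cut at about 9.5% in these data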;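 note: 0% = DMSO only and 100% = 100 µM cantharidin control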
Target sequence (P53041 whole entry, looked up): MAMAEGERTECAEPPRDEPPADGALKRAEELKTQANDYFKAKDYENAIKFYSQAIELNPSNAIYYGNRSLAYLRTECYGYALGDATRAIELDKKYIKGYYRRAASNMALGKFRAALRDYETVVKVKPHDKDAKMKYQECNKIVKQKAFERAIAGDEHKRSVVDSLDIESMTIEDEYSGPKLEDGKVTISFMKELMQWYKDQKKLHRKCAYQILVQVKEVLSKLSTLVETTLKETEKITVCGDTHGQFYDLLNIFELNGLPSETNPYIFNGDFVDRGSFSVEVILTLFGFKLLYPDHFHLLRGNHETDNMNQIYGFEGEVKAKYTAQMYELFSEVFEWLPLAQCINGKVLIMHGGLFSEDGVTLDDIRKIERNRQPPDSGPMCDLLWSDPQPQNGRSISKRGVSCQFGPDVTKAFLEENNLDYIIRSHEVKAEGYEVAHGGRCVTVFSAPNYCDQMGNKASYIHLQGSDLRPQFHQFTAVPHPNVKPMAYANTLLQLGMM
proCasp7 act = activates human procaspase-7, counter-screen for procaspase-3 activators; 0.093% of 330,000 active; AID 463210; recombinant procaspase-7, Ac-DEVD-pNA absorbance 405 nm; D23A/D198A/D206A triple mutant, cannot self-cleave; scale: DMSO 0, 5 µM enzyme 100; activation, % at 8.5 µM; P55210;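 active = percent activation above the screen-wide mean plus 3 SD, cut at about 25% in these data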
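buffer or medium = Zinc-free HEPES/NaCl buffer, pH 7.4 | material = Procaspase-7 triple mutant (PC-7 D3A) | input = 2 µM procaspase-7 mutant as dispensed | signal = Epi-absorbance of released pNA at 405 nm, two timepoints | timing = 1 h preincubation, 2 h reaction | replicates = singlicate compound testing | evaluation = % activation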
procasp3 activ = activates human procaspase-3; recombinant procaspase-3 D3A, Ac-DEVD-pNA absorbance 405 nm; 0.11% of 330,000 active; activation, % at 8.5 µM;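 active = activation above the mean of all tested compounds plus 3 SD, cut at about 21% in these data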;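 note: 0% = DMSO alone and 100% = DMSO wells spiked with extra 5 µM PC-3 D3A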
Target sequence (P42574 whole entry D9A/D28A/D175A): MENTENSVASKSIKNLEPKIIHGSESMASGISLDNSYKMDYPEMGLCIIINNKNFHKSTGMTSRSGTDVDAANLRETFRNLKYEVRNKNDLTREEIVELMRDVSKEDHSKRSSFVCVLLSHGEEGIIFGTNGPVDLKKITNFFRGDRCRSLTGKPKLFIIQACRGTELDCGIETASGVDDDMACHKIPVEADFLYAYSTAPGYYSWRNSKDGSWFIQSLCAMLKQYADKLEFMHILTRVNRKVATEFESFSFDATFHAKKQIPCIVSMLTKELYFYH
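System: Procaspase-3 D3A mutant. Medium: Zinc-free 300 mM NaCl, 50 mM HEPES, 0.01% Triton X-100. Schedule: 1 h preincubation plus 2 h reaction at 25 °C. Measured by: 405 nm absorbance of p-nitroaniline, reads at 0 and 120 min. Read-out: percent activation relative to control range.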
AHR act = activates the human aryl hydrocarbon receptor | AID 2796 | activation, % at 5 µM | AHR-responsive luciferase reporter cells, luminescence | 2.5% of 320,000 active; in the data active = activation above about 47%;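 note: 0% = vehicle wells and 100% = reference agonist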
* hit, by the source's call; nt = no result given.

SMILES	PAFAH2 inh	TPT1 inh	PP1 counter	Fh CTSL1 inh	core dimer inh	PP5 primary	proCasp7 act	procasp3 activ	AHR act
CCC(C)c1c(O)nc(SCC(=O)N2CCOCC2)[nH]c1=O (configuration not stated)	-3	4	-4	0	3	2.3	1	-4	-5
Cc1ccc(/C=N/n2c(-c3ccc(Cl)cc3)n[nH]c2=S)s1	3	3	20*	2	1	2.4	-8	-7	19
Cc1cccc(C(=O)NCC(=O)OCCOc2ccccc2Cl)c1	6	-2	1	-1	-3	-1.2	5	7	1
CCN(CC)c1ccc(S(=O)(=O)N2CCOCC2)cc1NC(=O)C1CC1	9	nt	1	nt	nt	2.0	-1	1	-2
CC(=O)Nc1ccc(S(=O)(=O)Nc2nc3ccccc3nc2Sc2nncn2C)cc1	18	-13	-4	2	-3	-0.3	-6	-9	5
O=C(COC(=O)c1ccc(Cl)nc1)Nc1cc(S(=O)(=O)N2CCOCC2)ccc1Cl	24	nt	nt	nt	nt	nt	8	9	0
CCCn1c(SCC(=O)Nc2cccc(S(=O)(=O)N(C)C)c2)nc2ccccc2c1=O	1	2	-2	0	4	1.0	4	12	0
CCN(Cc1ccccc1)C(=O)Cn1cnc2c1c(=O)n(C)c(=O)n2C	9	-2	-1	-1	1	0.2	17	3	-1
CCOc1ccc(N(CC(=O)NC2CCCCC2)C(=O)CCCC(=O)Nc2ccccn2)cc1	-8	-2	-2	3	0	1.6	-2	16	-2
CCc1noc(C)c1C(=O)NNC(=O)COc1ccc(C)c(C)c1	6	-1	-7	-15	0	3.9	-3	-6	3
Cc1csc(SCC(=O)N(C)CC(=O)Nc2ccc(F)cc2)n1	-6	-2	-6	1	5	1.5	13	2	-1
CC(C)CC1(C)NC(=O)N(CC(=O)NC(=O)Nc2ccc3c(c2)OCCO3)C1=O (configuration not stated)	12	-2	0	0	-4	-1.3	9	3	12
O=C(CN1C(=O)S/C(=C\c2ccc(Cl)cc2)C1=O)NCCCn1ccnc1	0	-1	4	-4	-5	2.0	-15	-6	6
COc1ccc(-c2noc(CNC(=O)c3ccc4c(c3)OCO4)n2)cc1OC	-1	0	1	0	-6	1.9	-6	-2	15
COc1ccc(CN2CCN(C(=O)c3ccc(F)cc3)CC2)c(OC)c1	-6	1	-5	3	-3	1.4	-4	6	0
Cc1cc2sc3ccc(C#CC4(O)CCCCC4)cc3c(=O)c2cc1C	-8	2	-1	2	11	2.6	-16	-2	-13
C=CCn1c(SCc2cc(C(C)=O)ccc2OCC)nc2ccccc2c1=O	-1	-1	2	1	-9	4.3	-3	5	4
COc1cc(C(C2C(=O)CC(C)(C)CC2=O)C2C(=O)CC(C)(C)CC2=O)ccc1O	9	2	5	4	-4	1.6	-5	-2	0
O=C(CN1C(=O)CCC1=O)Nc1cccc2c1C(=O)NC2=O	0	2	0	0	-3	-2.1	1	2	8
O=C(O)c1ccc2c(c1)C(c1ccccc1)OC2=O (configuration not stated)	-4	0	-1	-2	2	0.1	4	7	-1
CCCOP(=O)(c1ccc(N(C)C)cc1)C(O)c1ccc(Cl)cc1Cl (configuration not stated)	1	2	0	7	12	3.1	12	-1	0
O=C(c1ccco1)N1CCN(C(=O)c2ccccc2Oc2ccccc2)CC1	5	-2	2	-1	10	-0.5	-4	-1	-3
CS(=O)(=O)c1ccc2nc(NC(=O)CN3C(=O)NC4(CCCC4)C3=O)sc2c1	6	0	3	-1	-9	1.8	-2	-7	0
Cc1ccc(Cl)c2sc(NC(=O)C3=COCCO3)nc12	-2	-1	2	4	9	2.2	12	-4	58*
CN(C(=O)CCc1nc(-c2ccccc2F)no1)c1ccccc1	-5	-1	1	37*	2	-0.3	8	-5	0
C=CCNC(=O)NC(=O)COn1nnc2ccc(S(=O)(=O)N(C)C)cc21	-3	-3	-3	-2	-3	-0.5	-17	7	0
CSCCC(NC(=O)COc1ccccc1)C(=O)N1CCN(C(C)=O)CC1 (configuration not stated)	4	0	-3	5	6	0.4	4	3	0
O=C(CN1CCN(c2cccc(Cl)c2)CC1)c1ccc(O)cc1O	2	3	5	4	-2	1.4	14	7	-1
O=C(CSc1nnc(-c2cccnc2)o1)Nc1ccc(Br)cc1	-2	-2	1	-2	-15	1.3	4	-1	-2
O=C(c1ccccc1)N(Cc1cccnc1)C1(C(=O)Nc2ccccc2)CCCCC1	-12	0	0	1	2	2.5	5	2	1
CCOc1ccc(Cc2nnc(SCC(=O)c3ccc(OC)cc3)o2)cc1	3	0	2	-2	8	3.6	-7	6	-1
CCOc1cc(C2NC(=O)CCC2[N+](=O)[O-])cc(Br)c1OCC (configuration not stated)	-3	-3	1	-2	4	0.4	13	4	0
Cc1ccc(C(=O)C[n+]2cccc3cc(C)ccc32)cc1	-6	17	-2	3	1	0.2	-10	-2	1
CC(C)Oc1ccc(S(=O)(=O)N2CCOCC2)cc1NC(=O)c1cc([N+](=O)[O-])ccc1N1CCOCC1	7	3	-5	1	9	0.1	-5	-4	2
Cc1ccc(-c2nc3c(c(=O)c4ccccc4n3C)c(=O)n2Cc2ccco2)cc1	11	0	11	-6	21	1.8	-9	-19	22
O=C(CSc1nnc(SCc2ccccc2)s1)N/N=C/C=C/c1ccccc1[N+](=O)[O-]	-15	-4	16*	0	4	4.5	3	1	15
Cc1ccc(-n2ncc3c(=O)n(CC#N)cnc32)cc1C	12	2	-11	-1	0	0.1	5	5	16
CCC(C)C(=O)Nc1cc([N+](=O)[O-])ccc1Cl (configuration not stated)	-5	-4	1	-3	-17	1.9	3	-1	12
NC(=O)C1CCCN(C(=S)NCc2ccc3c(c2)OCO3)C1 (configuration not stated)	5	-1	-2	-3	-3	-0.8	3	3	1
Cc1ccc(N2CC(C(=O)N3CCCc4ccccc43)CC2=O)cc1 (configuration not stated)	-4	-2	-2	0	3	1.5	-2	-1	-3
O=C1NC(c2ccc(F)cc2)Oc2ccccc21 (configuration not stated)	-2	-5	-2	-2	-3	-0.3	10	-19	-1
COc1ccc(CC(=O)OC(C)C(=O)NCc2ccc3c(c2)OCO3)cc1OC (configuration not stated)	-2	2	-6	-4	2	-2.4	-1	1	-2
CCOC(=O)c1c(C)[nH]c(C)c1C(=O)CSc1nncs1	9	-2	-3	0	0	2.5	9	-4	33
COc1ccc(CNC(=O)C(=O)NCC2OCCN2S(=O)(=O)c2ccc(OC)c(OC)c2)cc1 (configuration not stated)	1	4	2	-4	-2	-0.7	4	-2	-4
COC(=O)CSc1cc([N+](=O)[O-])ccc1NC(=O)OC	1	0	-3	19*	-2	-1.8	-1	-8	0
O=C(c1cc2cc(Br)cc(Br)c2oc1=O)N1CCOCC1	0	0	-5	-7	5	1.1	-10	-4	5
COc1ccc(NC(=O)/C=C/C(=O)O)c(OC)c1	-2	-3	-2	-2	0	0.8	-15	-14	2
COc1ccc(/C(C)=N/NC(=O)C(NC(=O)c2ccccc2)c2n[nH]c(=O)c3ccccc23)c(OC)c1 (configuration not stated)	-8	-1	-1	0	1	-1.6	-3	-7	6

Entries of single compounds, quoted from the list.
`CCC(C)C(=O)Nc1cc([N+](=O)[O-])ccc1Cl` (configuration not stated) as listed: PAFAH2 inh: -5; TPT1 inh: -4; PP1 counter: 1; Fh CTSL1 inh: -3; core dimer inh: -17; PP5 primary: 1.9; proCasp7 act: 3; procasp3 activ: -1; AHR act: 12
`COc1ccc(/C(C)=N/NC(=O)C(NC(=O)c2ccccc2)c2n[nH]c(=O)c3ccccc23)c(OC)c1` (configuration not stated) as listed: PAFAH2 inh: -8; TPT1 inh: -1; PP1 counter: -1; Fh CTSL1 inh: 0; core dimer inh: 1; PP5 primary: -1.6; proCasp7 act: -3; procasp3 activ: -7; AHR act: 6
`COc1ccc(CNC(=O)C(=O)NCC2OCCN2S(=O)(=O)c2ccc(OC)c(OC)c2)cc1` (configuration not stated) as listed: PAFAH2 inh: 1; TPT1 inh: 4; PP1 counter: 2; Fh CTSL1 inh: -4; core dimer inh: -2; PP5 primary: -0.7; proCasp7 act: 4; procasp3 activ: -2; AHR act: -4

Further structures follow.
SMILES	PAFAH2 inh	TPT1 inh	PP1 counter	Fh CTSL1 inh	core dimer inh	PP5 primary	proCasp7 act	procasp3 activ	AHR act
CC(C)Cc1nnc(NC(=O)CS(=O)(=O)Cc2ccccc2)s1	4	0	-4	0	-6	-0.4	-8	7	-1
CC(CC(=O)O)C(=O)c1ccc(Cl)c([N+](=O)[O-])c1 (configuration not stated)	-1	1	-2	-2	-1	2.4	-1	5	0
COc1ccc(N2CCN(C(=O)CSc3nc4ccccc4c(=O)[nH]3)CC2)cc1	6	1	0	-4	5	3.3	10	9	1
Cc1ccc2[nH]c(=O)c(-c3nc4ccccn4c3NCc3ccco3)cc2c1	9	3	7	8	-4	-1.8	2	-2	48*
C#CCSc1nc(-c2ccccc2)cc(C(F)(F)F)c1C#N	-6	8	-4	3	9	-4.9	-5	5	64*
CC1=NN(c2cccc([N+](=O)[O-])c2)C(=O)C1	4	0	-1	-4	1	-2.6	6	3	3
CCCCn1c2c(c(=O)n(C)c1=O)C(c1ccc(OC)cc1)N1CCCCCC1=N2 (configuration not stated)	-4	-2	0	5	6	0.1	-6	-9	12
O=S(=O)(Cc1ccccc1Cl)Nc1ccccn1	1	-1	-1	0	-2	-0.4	13	-8	0
CCOC(=O)N1CCC(N(CCN(C)C)C(=S)Nc2ccc(F)c(Cl)c2)CC1	-1	-2	2	0	1	2.0	-3	-4	-2
CCCOc1ccc(C(=O)CCC(=O)OCC(=O)Nc2ccc(OCC)cc2)cc1	nt	1	5	-39	3	0.5	3	-13	1
COc1ccc(/C=C/C(=O)N2CCN(S(=O)(=O)c3ccccc3)CC2)cc1OC	7	-2	2	0	2	2.1	0	4	3
CCOC(=O)C1=C(C)NC(=O)C(C#N)C1c1ccncc1 (configuration not stated)	-4	-2	-1	-4	-6	1.0	-7	0	2
CC1(C)Cc2cccc(OCC(=O)NCc3ccccc3)c2O1	-5	0	-1	1	4	3.1	1	2	2
O=C(NCCCO)C(=O)Nc1ccc2c(c1)N(S(=O)(=O)c1cccs1)CCC2	2	-2	-6	2	0	2.5	5	10	-3
CCOC(=O)[C@H]1[C@H]2COc3ccc(Br)cc3[C@@H]2N2C(=O)c3ccc(F)cc3NC(=O)[C@@]12C	-2	-2	0	-2	-13	3.5	-6	2	4
Cn1c(SCC(=O)Nc2nnc(-c3ccccc3)o2)nnc1C1CC1	0	-2	-1	2	-7	2.0	4	7	6
Nc1cccc2c1C(=O)N(C(=O)c1ccc(S(=O)(=O)N3CCCCCC3)cc1)C2=O	0	-15	-3	-2	14	-0.7	5	6	2
Cc1ccc(NC(=O)COC(=O)c2cccnc2)c(C)c1	19	3	-1	0	-1	-0.5	-2	-2	-1
COc1ccc(-c2csc(NC(=O)C3CCN(C(=O)c4ccc(F)cc4)CC3)n2)cc1OC	6	0	-3	1	2	2.5	8	2	-4
O=[N+]([O-])c1ccccc1CSc1nc2ccccc2o1	-3	-1	-1	1	3	0.0	4	-1	48*
C/C(CC(=O)NCc1ccco1)=N\NC(=O)c1ccc([N+](=O)[O-])cc1Cl	2	-1	0	0	0	0.2	3	0	-1
O=C(Nc1ccc(N2CCN(C(=O)c3ccc(Cl)cc3)CC2)cc1)c1ccc2c(c1)OCCO2	0	2	0	3	6	6.3	2	-2	-8
